mcGAS RapidFire: mouse cGAS inhibition by mass spec | AID 1259397 | recombinant mouse cGAS, cGAMP by RapidFire MS | inhibition, % at 12.5 µM | actives 0.18% (n = 130,000) | Q8C6L5;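 active = inhibition of cGAS enzyme activity at or above 60%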;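 also: enzyme stimulated by 45 bp dsDNA with ATP and GTP substrates; cGAMP share of summed cGAMP plus half ATP and half GTP signals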
Target sequence (Q8C6L5 whole entry, looked up): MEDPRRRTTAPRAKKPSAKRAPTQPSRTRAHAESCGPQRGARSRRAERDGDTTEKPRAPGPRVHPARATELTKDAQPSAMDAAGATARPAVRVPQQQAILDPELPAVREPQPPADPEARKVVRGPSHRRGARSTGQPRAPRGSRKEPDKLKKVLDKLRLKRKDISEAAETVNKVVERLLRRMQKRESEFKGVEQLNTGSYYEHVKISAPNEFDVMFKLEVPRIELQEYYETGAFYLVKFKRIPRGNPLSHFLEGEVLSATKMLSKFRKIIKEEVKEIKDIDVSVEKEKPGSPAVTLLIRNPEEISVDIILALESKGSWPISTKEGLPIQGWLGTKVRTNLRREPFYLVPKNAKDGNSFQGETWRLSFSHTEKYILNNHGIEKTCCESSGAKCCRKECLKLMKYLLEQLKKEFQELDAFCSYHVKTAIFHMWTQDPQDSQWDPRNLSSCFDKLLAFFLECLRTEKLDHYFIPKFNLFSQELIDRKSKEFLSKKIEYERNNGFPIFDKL
* = called active by the depositor; & = joins results of further samples.

mcGAS RapidFire	smiles
-5&-2	Cc1ccn(CC(=O)N2CCCC(N3CCN(c4cccc(Cl)c4)CC3)C2)n1 (centres undefined)
7	CCn1ccc(C(=O)N2CC(=O)Nc3ccccc32)n1
-35	O=C(c1cc2ccccc2[nH]1)N1CCC(c2[nH]ncc2Cc2ccccc2)CC1
-10	CC(=O)c1cccc(OC(=O)c2ccc(Cl)cc2)c1
-6	Fc1ccc(C=NN2CCOCC2)cc1
-10	CSc1ncccc1C(=O)N(CCN(C)C)CC1CCCN(Cc2ccccc2F)C1 (centres undefined)
8	COc1ccc(/C=C/C(=O)OCCC(C)C)cc1
-3	CCn1cc(CN2CCCC(C(=O)Nc3ccc(-c4cscn4)cc3)C2)c(C)n1 (centres undefined)
2	CN(C(=O)C1COc2ccccc2C1)c1cc(C#N)c2ccccc2n1 (centres undefined)
-13	CNc1nc(SC(C)C(=O)Nc2ccc(Cl)c(Cl)c2)nc(N2CCOCC2)n1 (centres undefined)
12	O=C(NCc1cccs1)c1cc(-c2cccs2)on1
-12	O=c1ccc(-c2ccc(F)cc2)nn1Cc1ccccc1
-9	O=C1NC2(CCCCCC2)C(=O)N1Cc1coc(-c2cccs2)n1
-6	O=C(/C(Cl)=C/NCc1ccccn1)C(F)(F)F
-11	COC(=O)c1cc2n(n1)CCCN(C(=O)c1snnc1C)C2

More records.
mcGAS RapidFire	smiles
-8	Cc1nc(SCC(=O)NC(N)=O)c2c(C)c(C)sc2n1
-7	CCC(CO)NCc1ccc(C)s1 (centres undefined)
0	Nc1nc(Nc2ccc(Cl)cc2)n[nH]1
-1	Cc1ccnc(SCc2cc(=O)n3c(nc4ccccc43)[nH]2)n1
-17	C=CCOc1cc(C)nc(-c2ccccc2O)n1
0	Cc1cc(Br)cc(C)c1NC(=O)NCc1cccnc1
-15	Cc1ccc(F)cc1NC(=O)C(C)NC1CCC2(CCNCC2)CC1 (centres undefined)
3	CC1(C(=O)Nc2nc3n(c2C#N)CCS3)CC1(Cl)Cl (centres undefined)
-7	Cc1c(C)n2c3c(=O)n(C)c(=O)n(C)c3nc2n1CCCc1ccccc1
0	COc1ccc(-c2nnn(-c3c(C#N)c(=O)n(C)c(=O)n3C)n2)cc1OC
-12	COC(=O)c1cccc(C2CC(=O)Nc3cc(O)c(C)cc32)n1 (centres undefined)
4	COc1ccc(O)c(C(=O)c2cnc3cc4c(cc3c2)OCO4)c1
5	CC(=O)NCC(=O)NC1(C(=O)NC2CCCCC2)CCCCC1
-9	Cc1cnccc1CN(C)C(=O)CC1C(=O)NCCN1Cc1ccccc1 (centres undefined)
-3	O=C(CSc1nc2ccccc2c(=O)n1-c1cccnc1)NC1CCCCC1

Additional records
mcGAS RapidFire	smiles
-7&-6	CC1CCC(C(N)=O)CN1C(=O)c1ccc(Sc2ccccn2)cc1 (centres undefined)
-31	CCOc1c(Br)cc(Cl)cc1NC(=O)CCNC(=O)C(C)(C)C
-8	CN(c1ccc(CNC(=O)c2c[nH]c(=O)c(Cl)c2)cc1)C1CCCCC1
8	O=c1c2nnn(-c3ccc(F)cc3)c2ncn1Cc1ccc(Cl)cc1
-1	O=C(NCCn1nc(-c2cccnc2)ccc1=O)c1ccccc1
-4	OCc1ccc2n1CCN=C2CC1CC1
-6	O=C(O)c1cc(CN2CC[C@@H](c3ccc4ccccc4c3)[C@H](O)C2)ccc1O
-1	O=C(COC(=O)c1ccc([N+](=O)[O-])o1)NC1CCS(=O)(=O)C1 (centres undefined)
-3	Cc1cc(Cn2nc(C)c(C)c(C#N)c2=O)no1
-5	CCc1ccc2[nH]c(O)c(N=Nc3nc(-c4ccccc4)cs3)c2c1
7	O=C(CNC(=O)c1ccc(F)cc1F)NCCN1C(=O)SC(=Cc2ccccc2Cl)C1=O
-10	CCOC(=O)C1(CC2CC2)CCN(S(=O)(=O)c2ccc(CC)s2)CC1
-16	O=c1ccccn1OCc1ccccc1
2	O=C(CSC1CCS(=O)(=O)C1)Nc1nc2c(ccc3ccccc32)s1 (centres undefined)
5	C#CCn1cnc2c(cnn2-c2ccccc2C)c1=O

By substructure, those above with fluorine (seven)
mcGAS RapidFire	smiles
-6	Fc1ccc(C=NN2CCOCC2)cc1
-10	CSc1ncccc1C(=O)N(CCN(C)C)CC1CCCN(Cc2ccccc2F)C1 (centres undefined)
-12	O=c1ccc(-c2ccc(F)cc2)nn1Cc1ccccc1
-6	O=C(/C(Cl)=C/NCc1ccccn1)C(F)(F)F
-15	Cc1ccc(F)cc1NC(=O)C(C)NC1CCC2(CCNCC2)CC1 (centres undefined)
8	O=c1c2nnn(-c3ccc(F)cc3)c2ncn1Cc1ccc(Cl)cc1
7	O=C(CNC(=O)c1ccc(F)cc1F)NCCN1C(=O)SC(=Cc2ccccc2Cl)C1=O

Other records follow.
mcGAS RapidFire	smiles
-10	CN(C(=O)Cc1cccnc1)C(c1ccc(Cl)cc1)C(F)(F)F (centres undefined)
-18	COc1ccc(-c2coc3cc(OC(C)=O)cc(OC(C)=O)c3c2=O)cc1
-11	CC(OC(=O)c1cccs1)C(=O)Nc1ccc(N2CCOCC2)cc1 (centres undefined)
-9	O=C(CSCC(=O)Nc1ccc(Cl)cc1)NCc1ccco1
-11	CCn1nc(CO)c2c1CCN(c1cc(C3CCCNC3)nc(C)n1)C2 (centres undefined)
1	N#Cc1nc2ccccc2n1CC(=O)NCc1ccc2c(c1)NC(=O)CO2
45	CCN1CCN(C(=S)N=P(c2ccccc2)(N2CCOCC2)N2CCOCC2)CC1
-2	C#Cc1cccc(NS(=O)(=O)c2cccc(C)c2)c1
3	CCOC1CCN(C(=O)Nc2ccc(-c3nc(C)cs3)cc2)CC1
-3	COc1ccc(F)cc1-c1csc(-c2ccc(NC(=O)C3CC3)cc2)n1
9	CCOc1ccc(S(=O)(=O)N2CCN(c3ccccc3OCC)CC2)cc1
-4	Cc1ccc(C2CC2NCc2c(C)nn(CCO)c2C)cc1C (centres undefined)
28	COc1ccc(-c2cnnc(NCCc3ccccc3F)n2)c(OC)c1
-1	N#Cc1cccc(C(=O)N2CCN(C(=O)c3ccccc3F)CC2)c1
-10	O=C(CSc1nnc(-c2ccccc2)n1-c1ccccc1)N/N=C\c1ccc(F)cc1

More entries:
mcGAS RapidFire	smiles
11	Cc1cc2c(F)ccc(C)c2nc1N1CCC(O)(C(=O)O)CC1
1	CCC(C)Cc1c(C)sc2nc(CSCc3ccc(C#N)cc3)[nH]c(=O)c12 (centres undefined)
-4	c1ccc(CCCOc2ccccc2-n2cnnc2)cc1
-3	OCCN1C[C@@H](O)[C@@H](O)C(O)C1CO (some centres undefined)
-9	CC1CCC(NC(=O)CCc2nc3ccccc3[nH]2)CC1 (centres undefined)
5	O=C(OC1CCOC1=O)c1cccc(NS(=O)(=O)/C=C/c2ccccc2)c1 (centres undefined)
8	N#Cc1cccc(CSc2n[nH]c(=O)n2C2CC2)c1
11	CC1CCN(C(=N)N)CC1
29	Cc1cc([N+](=O)[O-])nn1CC(=O)Nc1cc(C(F)(F)F)ccc1Cl
-4	Cc1ccccc1NC(=O)CCNC(=O)c1ccc(C2CCCO2)s1 (centres undefined)
0	CNC(=O)c1ccc(-c2cc(NCCN(C)C)nc3[nH]ccc23)o1
3	Cc1ccc(Cn2c(=O)c3c(nc4oc(C(C)(C)C)cn43)n(C)c2=O)cc1
-5	CCOC(=O)CNC(=O)c1c(C(F)(F)F)nn(C2CCCN(C)C2)c1C (centres undefined)
12	COc1ccc(N2CN=c3sc(=C4C(=O)Nc5ccc(OC)cc54)c(=O)n3C2)cc1
-10	CC(C)(C)C1CCC(C(=O)NNC(=O)c2cccc(Cl)c2)CC1 (centres undefined)

Part of the list above, set out differently.
| compound | mcGAS RapidFire |
| --- | --- |
| CC1CCC(NC(=O)CCc2nc3ccccc3[nH]2)CC1 (centres undefined) | -9 |
| O=C(OC1CCOC1=O)c1cccc(NS(=O)(=O)/C=C/c2ccccc2)c1 (centres undefined) | 5 |
| N#Cc1cccc(CSc2n[nH]c(=O)n2C2CC2)c1 | 8 |

Following part.
mcGAS RapidFire	smiles
-13	OCC1(CCc2ccccc2)CCN(Cc2cnc(N3CCCC3)s2)CC1
-2	COc1ccc(/C=C/C(=O)NC(C)C)cc1S(=O)(=O)N(C)C
-5	O=C1NCCN2CCN(C(=O)NCCc3ccccc3)CC12 (centres undefined)
5	COc1ccc(-c2nnc(-c3cccc([N+](=O)[O-])c3)o2)cc1
-3	C=CCN(C)Cc1ccc(C(=O)Nc2ccc3ncccc3c2)cc1
-13	CCCCCSc1nnc2nc(C)cc(C)n12
-37	CC(Cc1ccncc1)NC(=O)c1cc(Cn2cnc3ccccc32)[nH]n1 (centres undefined)
-27	CC1CCCN(c2cc(Nc3ccccc3O)c([N+](=O)[O-])c3nonc23)C1 (centres undefined)
3	Cn1c(=O)n(Cc2ccccc2Cl)c(=O)c2c1nc1oc(C(C)(C)C)cn12
-6	Cc1cc(Nc2ccc(F)cc2)nc2nn(CCc3ccccc3)c(=O)n12
-8	COc1cccc(-c2nnc(Cn3nc(C)ccc3=O)o2)c1
-19	Cc1cn(CC(=O)N2CCCC(N(C)CCc3ccccc3)C2)c(=O)[nH]c1=O (centres undefined)
15	Cn1c(=O)c2c(ncn2CC(O)CN2CCOCC2)n(C)c1=O (centres undefined)
-1	COCCn1c(=O)c2c(nc3n2CCCN3CCc2ccccc2)n(C)c1=O
1	CC1Cc2ccccc2N1C(=O)C1CCN(c2ccc(C#N)cn2)CC1 (centres undefined)

Further structures:
mcGAS RapidFire	smiles
-8	COC(=O)c1ccc(Cn2c(C)c(C(=O)NCc3cccc(Cl)c3)sc2=O)o1
-11	COc1ccc(CN2CCC2(C)C(=O)NC2CC2)c2ccccc12 (centres undefined)
-18&-6	COc1cc(Cc2cnc(N)nc2N)cc(OC)c1OC
-13	CC(C)c1nccn1CCCNC(=O)c1ccc(N2CCOC(C)(C)C2)nc1
-8&-5	CN(C)c1nccc(NC(=O)Cc2cc(F)ccc2F)n1
-6	O=S(=O)(NCc1cn2ccccc2n1)c1ccc(Cl)cc1
-61	CCSc1nnc(NC(=O)C2CSC3(C)CCC(=O)N23)s1 (centres undefined)
-9	COc1ccc(C(=O)C2CCCN(C(=O)c3cc4ccccc4oc3=O)C2)cc1OC (centres undefined)
10	CC(C(=O)O)n1cc(-c2ccc(C(N)=O)cc2)cn1 (centres undefined)
-4	COc1ccc(CNC(=O)c2sc(=O)n(Cc3ccc(S(C)(=O)=O)cc3)c2C)cc1
-6	CC(=O)Nc1ccc(-n2ccc3nc4ccn(CCCN(C)C)c(=O)c4cc3c2=O)cc1
-9	COc1ccc(Nc2nccnc2C#N)cc1Br
-11	COC(=O)C1CN(Cc2ccccc2)C(=O)CN1S(C)(=O)=O (centres undefined)
-10	CC(=O)c1ccc(OCC(O)CN2CCC(CN3C(=O)c4cccc5cccc(c45)C3=O)CC2)cc1 (centres undefined)
-59	CC1(C)COC(C(C)(C)CN(Cc2ccc(F)cc2)C2CC2)OC1

Additional compounds:
mcGAS RapidFire	smiles
-2	CN(Cc1ccccc1)C1CCCN(Cc2ccc(Oc3ncccn3)cc2)C1 (centres undefined)
4	CN(C)C(=O)n1nnnc1Cc1ccc(-c2ccccc2)cc1
-9	CC(NC(=O)CSc1nnc(-c2ccc(Br)cc2)o1)C12CC3CC(CC(C3)C1)C2 (centres undefined)
-2	CN1C(=O)CC(C(=O)O)SC1=Nc1ccc(I)cc1 (centres undefined)
-9	O=C(CC1CSc2nccc(=O)n21)NCCC(c1ccccc1)c1ccccc1 (centres undefined)
-20	Cc1ccc(NC(=O)c2cc3c(C(F)(F)F)cc(=O)[nH]c3o2)c(Cl)c1
-18	S=C(Nc1cccc(Cl)c1)Nc1ccc2cn[nH]c2c1
-10	S=C(NC1COc2ccccc21)NC1CC2CCC1C2 (centres undefined)
-10	COc1c[nH]c(C(=O)N[C@@H]2CC[C@@H](N)C2)cc1=O
-6	C[C@@H]1C[C@H]2[C@@H]3CCC4=CC(=O)C=C[C@]4(C)[C@@]3(F)[C@@H](O)C[C@]2(C)[C@H]1C(=O)CO
0	CCSc1nc2c(c(=O)[nH]1)C(C(C)C)C(C#N)C(=N)O2 (centres undefined)
-4	Cc1cnc2n(c1=O)C(CC(=O)N1CCOCC1)CS2 (centres undefined)
-9	Cc1c(C(=O)N2CCN(c3cccc(O)c3)CC2)ncn1Cc1ccc(Cl)cc1
-4	Cc1cn2cc(NC(=O)Cc3ccc(S(N)(=O)=O)cc3)ccc2n1
0	Cn1c(=O)c2c(ncn2CCOC(=O)c2cc(=O)[nH]c3ccccc23)n(C)c1=O

Carrying on.
mcGAS RapidFire	smiles
-6	COc1ccc(OCC(=O)Nn2cnc3c(cnn3-c3ccc(C)c(C)c3)c2=O)cc1
-4	COC(=O)c1ccc2c(c1)N(Cc1cccc(F)c1)C(=O)C(C)O2 (centres undefined)
2	O=C(c1ccccc1Cl)N1CCCC(OCc2ccccc2)C1 (centres undefined)
3	Cn1cccc1C=NNC(=O)C12CC3CC(CC(C3)C1)C2
-6&-2	CC(C)NC(=O)C1CCN(C2CCN(Cc3ccc(-c4ccco4)cc3)CC2)CC1
-8	CN(C)C(=O)c1cccnc1SCc1cc(F)cc2c1OCOC2
-5	CN(C)c1cccc(Nc2cc(-c3ccsc3)ncn2)c1
-6	COc1ccc(C(=O)N2CCN(c3ccc([N+](=O)[O-])cc3)C(=O)C2C)cc1 (centres undefined)
5	Cc1ccc(C)c(NC(=O)CN2C(=O)c3ccccc3C2=O)c1
9	Cc1c(C(=O)N(C)Cc2nc3ccsc3c(=O)[nH]2)oc2c(F)cccc12
-8	COc1cc(CNC(=O)C2OC(c3cccs3)=NN2C(C)=O)cc(OC)c1 (centres undefined)

Screening data (PubChem)

An excerpt; count on the stated rates, not on these rows.
